Lipid droplet – hepatic lipid droplet formation modulation | inhibition, % at 6.5 µM | actives 0.4% (n = 240,000) | AML12 mouse hepatocytes, oleate lipid droplets, BODIPY imaging | AID 1656;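 active = lipid droplet intensity inhibited by at least 50%, with more than 500 cells counted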
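Test system: AML12 hepatocytes (mouse); reagent: oleate loading, 100 µM; dosing: one dose, 6.5 µM compound; incubation: overnight exposure; signal: fluorescence imaging, 20x objective, two fields per well; read-out basis: % inhibition of corrected integrated BODIPY droplet signal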
Autophagy HCS – alters autophagy in cells. MEF GFP-LC3 puncta imaging; test concentration mostly 10 µM. calls only at 10 µM (by protocol). actives 0.98% (n = 190,000);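 active = percentage of spot-positive cells more than 3 SD above its plate mean, without a fluorescence outlier flag or 80% toxicity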;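 also: spot-positive cell cutoff set from DMSO-treated cells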
MT stabilizer – microtubule stabilization, imaging screen | % tubulin-high responders, % at 10 µM | actives 0.83% (n = 200,000) | HeLa tubulin immunostaining HCS, 24 h; share of cells brighter than vehicle mean+2SD;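 active = plate Z-score above 3 for both tubulin-high and condensed-nucleus cell shares, with cell loss under 80%, at 10 µM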;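 also: anti alpha tubulin signal scored within the nucleus-defined area of each cell; some results filed as inactive read as strong as hits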
b-catenin transl – modulators of beta-catenin nuclear translocation; actives 0.3% (n = 190,000); nuclear translocation activity, % at 5 µM; AID 1665; HeLa beta-catenin nuclear translocation, immunofluorescence imaging;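 active = nuclear translocation activity above 50% at 5 µM, with a well cell count of 50 or more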;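 also: per-cell ratio of nuclear to cytoplasmic median beta-catenin stain intensity; plate controls were DMSO negative control for no effect and GSK-3 inhibitor IX positive control for full effect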
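test system = HeLa cells, endogenous beta-catenin | dosing = single 5 µM dose plus 0.02–20 µM confirmation series | times = compound treatment 24 h, 37°C, 5% CO2 | technique = beta-catenin immunofluorescence imaging with DAPI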
Dynein transport – blocks dynein driven cargo transport along microtubules. 3617.4 mouse cells, GR-EGFP nuclear translocation imaging; test concentration mostly 20 µM; stimulated with dexamethasone, 1 µM; active compounds read low. z-score, hits read low. actives 0.47% (n = 220,000). AID 1381;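 active = plate z-score of nuclear minus cytoplasmic receptor signal below a set negative limit, without overly bright fluorescence or cell loss, cut at about -3.5 in these data, passing the limit was not always enough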;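 also: z-score of nuclear minus cytoplasmic ring GR-EGFP intensity difference per well; some compounds called inactive have numbers as strong as hits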
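Also added – dexamethasone, 1.0 µM final · Buffer or medium – tet-free, stripped-serum medium · Schedule – induction 48 h, compound 1 h, agonist 30 min · Detection – formaldehyde fixation, Hoechst nuclear stain, 10x automated fluorescence imaging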
WT yeast gro inh – growth inhibition of WT yeast, mitochondrial fusion screen. AID 1362. actives 2.1% (n = 190,000). inhibition, % at 10 µM. mitochondrial fusion phenotypic screen, WT strain; in the data active = inhibition above about 58%; tested in S. cerevisiae
Insulin prom up – MIN6 insulin promoter up-regulation. MIN6 insulin promoter-GFP reporter, high-content imaging; active compounds read high. z-score at 5 µM. actives 0.3% (n = 190,000);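 active = z-score above 3 at 5 µM with at least 500 cells counted in the well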
XIAP displacement – small molecules displacing peptide from XIAP – biochemical, IAP family, fluorescence polarization (AID 1018); XIAP BIR domain, fluorescence polarization peptide displacement; higher % means a stronger effect; displacement, % at 20 µM, or IC50 in µM where a hit was titrated; actives 0.007% (n = 200,000); in the data active = displacement above about 50%; also: a part of the inactive calls stands beside numbers as strong as those of hits
CSM14.1 death rescue – rescue of cells from ER stress-induced death, primary screen, 384-well, CSM14.1, thapsigargin, ATP luminescence (AID 1222) | CSM14.1 thapsigargin-induced death rescue, ATP luminescence; higher % means a stronger effect | cellular ATP content (survival), % at 20 µM; hits with a dose series show EC50 in µM | 190,000 tested, under 10 active;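 active = EC50 below 50 µM in the dose-response confirmation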;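 also: death triggered by thapsigargin at about 15 µM added after 2 h compound pretreatment; cell ATP read after overnight thapsigargin exposure of roughly 18 to 22 hours; normalized against plate controls of thapsigargin alone and 5% DMSO vehicle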
WT yeast gro inh mutant strain – second read-out of WT yeast gro inh, no call of its own (marks repeat the call); inhibition, %; mitochondrial fusion phenotypic screen, mutant strain inhibition
Dynein transport cytoplasmic EGFP – also measured in Dynein transport; calls as there; z-score; measured here: cytoplasmic GR-EGFP intensity; active compounds read high
Dynein transport nuclear GR-EGFP – recorded beside Dynein transport, whose call it bears; z-score; measured here: nuclear GR-EGFP intensity;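 lower value marks the stronger effect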
Dynein transport cell count – recorded beside Dynein transport, whose call it bears; z-score; measured here: cell count per field
Insulin prom up cell count – also measured in Insulin prom up; calls as there; cell count; measured here: cytotoxicity, nuclei count;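 total cells summed across four imaged fields per well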
Lipid droplet cells 6.5 µM – also measured in Lipid droplet; calls as there; cell count; measured here: cell count, cytotoxicity flag;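 cells counted across two imaged fields per well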
b-catenin transl cell count 5 µM – further read-out of b-catenin transl, marked with its call; cell count; measured here: cell count, cytotoxicity flag
MT stabilizer Hoechst-high % – further read-out of MT stabilizer, marked with its call; % Hoechst-high responders; measured here: nuclear condensation Hoechst responders;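 share of cells brighter than vehicle mean plus two SD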
MT stabilizer cytotoxicity % – recorded beside MT stabilizer, whose call it bears; toxicity, %; measured here: cytotoxicity by cell density;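 0% = mean cell density of plate MIN control wells and 100% = no cells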
Autophagy HCS cell loss 18 h – also measured in Autophagy HCS; calls as there; toxicity, %; measured here: cell loss, nuclei count;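 cell loss after 18 h compound exposure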
An asterisk follows results filed as active; i = inactive; nt = not tested or not shown; + = active, no number.

No.	smiles	MT stabilizer cytotoxicity %	XIAP displacement	b-catenin transl cell count 5 µM	Dynein transport nuclear GR-EGFP	WT yeast gro inh	MT stabilizer	MT stabilizer Hoechst-high %	Dynein transport cell count	Autophagy HCS cell loss 18 h	Dynein transport cytoplasmic EGFP
1	CC(=O)c1ccc(NC(=O)C(C)OC(=O)COc2ccc(C#N)cc2)cc1 (stereo not drawn)	8.5	-8.5%	1076	0.69	0	4.3	3.3	-1.6	5	-0.16
2	O=C(COC(=O)c1ccc(S(=O)(=O)N2CCc3ccccc3C2)cc1)NC1CCS(=O)(=O)C1 (stereo not drawn)	6.7	-6.2%	858	-0.1	-10	5.2	1.6	0.21	-3	-0.28
3	COc1cc(C2c3sc(=O)[nH]c3SC3C4CCC(C4)C23)ccc1O (stereo not drawn)	4.1	-1.7%	1397	0.16	2	5.4	5.7	0.18	-12	-0.34
4	CCCCc1ccc(NC(=O)CC(C)(C)C)cc1	4.2	-13%	nt	-0.42	11	1.2	3.6	0.14	7	-0.3
5	CCCCn1nnnc1SCC(=O)N(CC)CC	8.7	-0.7%	1283	0.11	-23	3.4	2.1	0.16	3	-0.045
6	CCOc1cc(N2CCOCC2)c(OCC)cc1NC(=O)COc1ncnc2ccccc12	9.5	-8.2%	nt	-0.17	-1	1.5	1.5	0.34	10	1.7
7	COc1cc2[nH]c(=O)n(CCC(=O)NC3CCN(Cc4ccccc4)CC3)c(=O)c2cc1OC	3.9	-1.3%	899	0.63	11	3.9	2.0	0.41	2	-0.22
8	CCCNS(=O)(=O)c1ccc(CCC(=O)N2CCOCC2)cc1	14	-4.8%	906	-0.088	-46	1.9	2.0	0.073	-8	-0.2
9	Cc1ccc(SCC(=O)c2cc(C)c(OC(=S)N(C)C)c(C)c2)cc1	19	-0.9%	nt	0.48	27	1.1	1.2	-0.41	1	-0.36
10	CCOCCCNC(=S)N(Cc1ccco1)Cc1cc2cc3c(cc2[nH]c1=O)OCCO3	4.2	-3.6%	1064	-0.52	14	1.6	0.7	-0.36	-4	-0.015
11	COc1ccc(CN=C(C)c2c(C(F)(F)F)[nH]n(-c3nc4ccccc4s3)c2=O)cc1	0.6	-17%	1177	0.18	21	1.0	3.7	-0.074	-3.8*	-0.089
12	CCOC(=O)c1ccc(CNC(=O)CSc2nnnn2-c2ccc(Cl)cc2)o1	5.7	-1.5%	875	0.0071	-20	3.2	2.4	-0.069	-2	-0.18
13	CCOC(=O)c1ccccc1NC(=O)c1ccc(F)cc1	5.8	-4.1%	1031	0.61	5	1.8	1.8	0.39	-5	-0.26
14	Cc1cc(C)nc(N/N=C/c2sccc2C)n1	4.5	-7.1%	1049	0.59	17	2.0	1.7	-0.29	20	-0.21
15	COc1ccc(CCNC(=O)CCCn2c(SCC(N)=O)nc3cc4c(cc3c2=O)OCO4)cc1OC	1.9	-8.0%	1094	1.2	-19	4.1	1.6	-2.1	-3	-0.048

No.	Insulin prom up	Insulin prom up cell count	CSM14.1 death rescue	Autophagy HCS	WT yeast gro inh mutant strain	Dynein transport	b-catenin transl	Lipid droplet cells 6.5 µM	Lipid droplet
1	-0.1	1442	2.9%	i	9	0.68	-1.7	589	-4
2	-0.03	1591	0.7%	i	-3	0.1	2.7	674	2
3	-0.04	1431	-1.5%	i	7	0.31	-0.4	nt	nt
4	0.42	1143	-5.5%	i	-4	-0.61	nt	nt	nt
5	0.04	960	-3.3%	i	-6	-0.35	-5.9	743	-11
6	nt	nt	-0.4%	i	0	-0.32	nt	826	2
7	0.04	1377	-0.6%	i	0	0.38	-5.4	nt	nt
8	-0.32	1177	-1.1%	i	-15	-0.16	-2.7	nt	nt
9	nt	nt	-0.4%	i	2	0.8	nt	746	18
10	nt	nt	-1.4%	i	5	-0.99	0.0	663	-1
11	-0.37	782	-1.1%	+	31	-0.26	4.3	802	18
12	-0.11	1416	0.2%	i	0	-0.62	0.2	nt	nt
13	0.02	1776	-1.2%	i	9	0.57	1.1	714	-8
14	-2.9	822	-0.7%	i	16	0.24	-1.8	661	-3
15	0.01	1248	-1.8%	i	-52	1.2	-1.8	693	0

Next part.
No.	smiles	MT stabilizer cytotoxicity %	XIAP displacement	b-catenin transl cell count 5 µM	Dynein transport nuclear GR-EGFP	WT yeast gro inh	MT stabilizer	MT stabilizer Hoechst-high %	Dynein transport cell count	Autophagy HCS cell loss 18 h	Dynein transport cytoplasmic EGFP
16	COCCn1c(SCC(=O)Nc2cc(C(C)(C)C)nn2-c2ccccc2)nc2ccccc2c1=O	5.7	-5.9%	923	-0.076	6	2.4	1.7	0.079	-11	-0.32
17	COc1ccc(/C=N/NC(=O)CN(CCc2ccccc2)S(=O)(=O)c2ccc(NC(C)=O)cc2)cc1OC	7.3	-2.0%	1134	0.16	-15	4.2	1.6	0.3	0	-0.27
18	Cc1cc(C(=O)NCC2COc3ccccc3O2)c2ccccc2n1 (stereo not drawn)	10	-2.9%	1115	0.17	5	2.9	2.8	-0.49	-23	-0.14
19	CC(C)(C)N(Cc1cc2ccccc2[nH]c1=O)C(=O)c1ccco1	7.6	-2.1%	1135	0.21	-11	3.8	2.9	-1.9	10	-0.036
20	O=CN1CCc2scc[n+]2-c2ccccc21	7.3	-0.9%	1045	-0.16	-19	3.3	2.7	-0.48	0	-0.23
21	O=C1N(CN2CCN(c3cccc(Cl)c3)CC2)c2ccccc2C12OCCCO2	15	1.0%	1193	0.74	-5	2.5	4.2	1.1	7	-0.21
22	CCOC(=O)c1c(NC(=O)c2cccs2)sc2c1CCC2	nt	-8.5%	1198	nt	13	nt	nt	nt	nt	nt
23	O=C(O)c1cccc(S(=O)(=O)N(Cc2ccccc2)c2ccccc2)c1	3.8	-17%	967	1.2	11	4.5	2.5	-0.78	-3	-0.38
24	Cc1nc2sc(C(c3ccco3)N3CC(C)OC(C)C3)c(O)n2n1 (stereo not drawn)	5.5	-4.4%	903	0.17	-18	5.8	2.9	-0.22	10	-0.19
25	CC(C)/C=C1\CCc2c([nH]c3ccccc23)C1=O	1.3	-7.7%	999	-0.33	7	2.8	2.9	0.78	5	-0.25
26	O=C1C2C3C=CC(C3)C2C(=O)N1CCN1CCN(Cc2ccc([N+](=O)[O-])cc2)CC1 (stereo not drawn)	3.5	-1.6%	1060	-0.34	3	1.8	1.9	0.75	-11	-0.32
27	CCn1c(=O)n(CC)c2cc([N+](=O)[O-])ccc21	5.6	-5.7%	nt	0.47	nt	3.6	2.0	0.93	12	-0.21
28	Nc1nc(SCc2ccccc2Cl)[nH]c(=O)c1-c1ccccc1	5.0	-13%	522	-0.36	-7	3.8	2.1	1.3	1	1.7

No.	Insulin prom up	Insulin prom up cell count	CSM14.1 death rescue	Autophagy HCS	WT yeast gro inh mutant strain	Dynein transport	b-catenin transl	Lipid droplet cells 6.5 µM	Lipid droplet
16	0.65	1187	-5.5%	i	-5	0.41	0.3	609	-15
17	-1.2	1398	-1.3%	i	7	0.11	-1.7	712	11
18	nt	nt	0.5%	i	14	0.19	-4.5	641	3
19	-0.05	1392	-5.0%	i	7	0.15	-1.6	674	5
20	nt	nt	-1.2%	i	-1	-0.29	1.6	716	-6
21	-0.63	1187	-0.9%	i	-9	1.1	-1.7	781	-3
22	0.72	968	-2.1%	nt	-5	nt	-2.3	nt	nt
23	2.2	1202	-2.3%	i	-2	0.6	-3.6	656	-8
24	-0.26	1287	-1.0%	i	-11	-0.21	-0.8	nt	nt
25	-0.78	1428	-0.1%	i	-5	-0.87	-0.8	717	9
26	-0.16	1617	-0.1%	i	4	-1.1	2.1	671	-16
27	nt	nt	0.3%	i	nt	0.37	nt	nt	nt
28	nt	nt	-2.7%	i	-6	-1.1	2.6	736	-14

Compound profiles (already shown). Order of values: MT stabilizer cytotoxicity %, XIAP displacement, b-catenin transl cell count 5 µM, Dynein transport nuclear GR-EGFP, WT yeast gro inh, MT stabilizer, MT stabilizer Hoechst-high %, Dynein transport cell count, Autophagy HCS cell loss 18 h, Dynein transport cytoplasmic EGFP, Insulin prom up, Insulin prom up cell count, CSM14.1 death rescue, Autophagy HCS, WT yeast gro inh mutant strain, Dynein transport, b-catenin transl, Lipid droplet cells 6.5 µM, Lipid droplet
CCn1c(=O)n(CC)c2cc([N+](=O)[O-])ccc21 is entered as 5.6, -5.7%, nt, 0.47, nt, 3.6, 2.0, 0.93, 12, -0.21, nt, nt, 0.3%, i, nt, 0.37, nt, nt, nt
CCCCc1ccc(NC(=O)CC(C)(C)C)cc1 is entered as 4.2, -13%, nt, -0.42, 11, 1.2, 3.6, 0.14, 7, -0.3, 0.42, 1143, -5.5%, i, -4, -0.61, nt, nt, nt
